Source: PubChem BioAssay (National Center for Advancing Translational Sciences (NCATS))
Nrf2 activator = activates Nrf2 signaling; AREc32 ARE-luciferase reporter (MCF7-derived line), luminescence, 24 h; Potency, µM (titrated, usually from 46.1 µM), inactives show at the top dose activation, most hits filed as activators; AID 624171; 0.31% of 410,000 active; also: potency is read from the fitted curve at half-maximal effect; % of control where 0% means no effect; nearly all actives have a fitted effect of over 65% in size
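Luminescent ARE reporter assay in AREc32_Fluc cells: overnight plating at 37 deg C, 24 hr compound incubation, Steady-Glo added, 30 min RT before reading.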
HepG2 tox = counter-screen for TGF-b inhibitors: cytotoxicity in HepG2 cells. AID 588856. 0.76% of 410,000 active. HepG2 CAGA-GFP viability, ATP luminescence, 18 h. Potency, µM (highest dose often 46.1 µM), for the others: top-dose activity change, negative = cytotoxicity, most hits filed as cytotoxic; also: potency is read from the fitted curve at half-maximal effect; some results filed as inactive show a strong effect at the top dose
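HepG2 CAGA-GFP cells (1000/well, DMEM with 1% FBS) received compound, then TGF-beta at 500 pg/mL final, and were incubated 18 hours at 37 degrees C. Viability was read by CellTiter-Glo luminescence. Media-only wells were set as complete cell-killing and DMSO as no toxicity.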
Nrf2 inh = Nrf2 pathway inhibition; A549 ARE-Fluc reporter, luciferase luminescence, 18-24 h; Potency, µM (doses to about 46 µM), for the others: at the top dose activity change, negative = inhibition, hits mostly inhibitors; 2.1% of 360,000 active; AID 504444; also: potency is read from the fitted curve at half-maximal effect; % is scaled to controls: 0 for no effect and ±100 for the full control effect; nearly all actives have a fitted effect of over 60% in size
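Nrf2 function is reported as luminescence of an ARE-controlled luciferase in A549 cells. Compounds were tested at several concentrations, and a CellTiter-Fluor read on the same wells flagged cytotoxicity.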
A549 tox = counter-screen for Nrf2 inhibitors: cytotoxicity in A549 cells | A549 ARE-Fluc cells, CellTiter-Fluor viability, 18-24 h | Potency, µM (highest dose often 46 µM), for inactives: top-dose activity change, negative = cytotoxicity, most hits filed as inhibitors | AID 504648 | 0.16% of 390,000 active; also: potency is read from the fitted curve at half-maximal effect; % is scaled to controls: 0 for no effect and ±100 for the full control effect
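A549 ARE-Fluc cells in 5% FBS OPTI-MEM, 5000 cells/well, rested 2 h then exposed to compounds in concentration-response for 18-24 h at 37 °C. Viability by CellTiter-Fluor fluorescence (Ex 405/Em 525) after 30 min; luciferase luminescence (BugLite, 15 min, RT) read afterwards.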
S2 tox = reduces viability in counter-screen for ATXN expression inhibitors; S2 cells (HEK-293 line with an ATXN2-luciferase reporter) viability, CellTiter-Fluor protease fluorescence, 24 h; Potency, µM (top dose mostly 56.7 µM), hits mostly cytotoxic; 0.49% of 400,000 active; also: potency is read from the fitted curve at half-maximal effect; nearly all actives have a fitted effect of over 40% in size
EPAC2 ag = agonists of human EPAC2 (RAPGEF4); Q8WZA2; 0.079% of 360,000 active; Potency, µM (highest dose often 154 µM), without a hit: top-dose activation, most hits filed as activators; AID 720711; EPAC2 activation, biochemical qHTS; response scale: 100% = 6.5 mM cAMP response; also: potency is read from the fitted curve at half-maximal effect; nearly all actives have a fitted effect of over 50% in size
Target sequence (Q8WZA2 whole entry, looked up): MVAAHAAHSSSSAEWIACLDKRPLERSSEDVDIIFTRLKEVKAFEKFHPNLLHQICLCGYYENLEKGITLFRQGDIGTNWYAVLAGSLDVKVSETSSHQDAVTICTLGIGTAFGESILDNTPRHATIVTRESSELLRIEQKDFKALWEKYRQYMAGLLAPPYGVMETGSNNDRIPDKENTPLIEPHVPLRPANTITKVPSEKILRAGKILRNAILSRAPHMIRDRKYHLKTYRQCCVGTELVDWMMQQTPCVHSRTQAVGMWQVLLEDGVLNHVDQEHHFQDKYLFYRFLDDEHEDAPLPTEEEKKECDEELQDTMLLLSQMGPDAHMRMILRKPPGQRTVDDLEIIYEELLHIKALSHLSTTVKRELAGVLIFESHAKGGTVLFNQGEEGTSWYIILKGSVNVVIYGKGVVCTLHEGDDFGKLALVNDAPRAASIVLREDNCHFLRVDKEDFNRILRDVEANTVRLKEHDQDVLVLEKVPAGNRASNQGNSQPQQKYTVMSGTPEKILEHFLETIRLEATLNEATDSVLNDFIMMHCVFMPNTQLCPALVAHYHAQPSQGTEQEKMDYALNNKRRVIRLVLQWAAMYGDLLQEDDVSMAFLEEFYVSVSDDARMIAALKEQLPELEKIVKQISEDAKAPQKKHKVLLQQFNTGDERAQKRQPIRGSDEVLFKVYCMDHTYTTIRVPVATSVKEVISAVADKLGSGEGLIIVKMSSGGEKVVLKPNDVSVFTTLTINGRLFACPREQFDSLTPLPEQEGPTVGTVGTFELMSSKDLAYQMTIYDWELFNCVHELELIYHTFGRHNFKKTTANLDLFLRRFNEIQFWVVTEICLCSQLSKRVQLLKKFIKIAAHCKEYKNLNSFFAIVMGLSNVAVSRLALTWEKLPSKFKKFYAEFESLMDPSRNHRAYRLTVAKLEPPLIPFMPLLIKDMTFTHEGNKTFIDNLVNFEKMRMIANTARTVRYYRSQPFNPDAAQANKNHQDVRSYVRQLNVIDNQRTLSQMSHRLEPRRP
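Exchange assay: 100 nM EPAC2 with 250 nM Rap1B-BODIPY-GDP and 50 uM GDP. Fluorescence (ex 480/em 540 nm) read every 5 min for 30 min at room temperature. Data normalized to 6.5 mM cAMP as agonist control.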
ATXN2 expr inh = reduces ATXN2 reporter expression in HEK-293 cells; 0.72% of 360,000 active; AID 1745845; HEK-293 ATXN2-luciferase reporter, luminescence, 24 h; Potency, µM (top dose mostly 57 µM), without a hit: top-dose activity change, negative = inhibition, most hits filed as inhibitors; also: potency is read from the fitted curve at half-maximal effect; % is scaled to controls: 0 for no effect and ±100 for the full control effect; nearly all actives have a fitted effect of over 55% in size
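qHTS (up to 57 uM final) was run with 24 h compound exposure of reporter cells at 37 °C. Each well was multiplexed: SteadyGlo luminescence measured ATXN2-luciferase expression after a fluorogenic Gly-Phe-AFC viability readout (25 uM final).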
IL-2 act = IL-2 activation | 0.065% of 360,000 active | AID 652025 | IL-2 activation reporter assay, cell-based qHTS; stimulated with anti-CD3/CD4/CD28 beads; in transgenic mouse T cells | activation, % (series mostly up to about 46 µM); in the data active = activation above about 50%; inconclusive = mostly about 30% to 49%; also: 0% is about no effect
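First, unstimulated transgenic mouse T cells were exposed to compound for 60 min. Next, anti-CD3/anti-CD4-coated beads with anti-CD28 were added. Finally, after 18 h at 37 degrees C, EGFP and DsRed were imaged.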
TGFb SMAD3 inh = TGF-b pathway inhibition; HepG2 CAGA-GFP TGF-b/SMAD3 reporter, GFP fluorescence, 18 h; TGF-beta stimulated, 500 pg/mL final; AID 588855; 1.2% of 410,000 active; Potency, µM (doses to about 46.1 µM), inactives show top-dose activity, negative = inhibition, hits mostly inhibitors; also: potency is read from the fitted curve at half-maximal effect; % is scaled to controls: 0 for no effect and ±100 for the full control effect; nearly all actives have a fitted effect of over 65% in size
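HEPG2 CAGA-GFP, 1000 cells/well; 2 h settle, 37 C; cpd via pin tool; TGF-b 500 pg/mL final; 18 h, 37 C; GFP imaging ex488/em500-530; %Activity normalised to -TGF-b and +DMSO controls; CRC fit, curve class.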
Numbers without * were called inactive; i = inactive; ? = inconclusive; nt = no result given; & = joins results of further samples; [ ] = dose if it differs, or a comment. Unless noted, calls follow the shape of the dose curve; as a rule, active = well fitted curve in the direction sought with a large enough effect; inconclusive = small, poorly fitted or top-dose-only effect, or another doubt; inactive = no such curve, though single readings can be large; an effect the other way counts as inactive or inconclusive. A portion of the library; the hit share may differ from the screen's.

SMILES	Nrf2 activator	HepG2 tox	Nrf2 inh	A549 tox	S2 tox	EPAC2 ag	ATXN2 expr inh	IL-2 act	TGFb SMAD3 inh
COc1ccc(C2CN(C)CC2C(=O)c2ccc(F)cc2)cc1Cl (stereo not given)	4.3%	-16%	-4%	4%	i	4%	-37%	-2.6	-14%
O=C(NCc1ccc(C(=O)N2CCC3(CC2)OCCO3)cc1)c1ccc2c(c1)OCO2	-0.7%	1%	nt	-6%	i	-1%	4%	-3.5	-2%
Cc1cccc(C)c1OC(=O)Cc1ccccc1	-0.8%	3%	20%	-2%	i	0%	-28%[11.3 µM]	-2.4	0%
CCN1CCN(CC(c2ccccc2)c2ccccc2)CC1	0.1%	-11%	1%	-1%	i	0%	5%	0.5	0%
CCCC(=O)N(C)C1=Nc2ccc(Cl)cc2C(c2ccccc2)=[N+]([O-])C1	0.4%	-4%	-7%	-6%	i	6%	nt	-3.0	13%
CCCNC(=O)N1C2CCC1CC(O)(c1cccnc1)C2 (stereo not given)	0.2%	-23%	-4%	-6%	i	10%	7%	1.3	-12%
Cc1ccc2c(CN3CC=C(c4ccccc4)CC3)cc(=O)oc2c1C	-0.1%	0%	15%	10%	i	-6%	12%	-1.3	0%
Cc1cccc(-n2c(C)nc3ccc(Cl)cc3c2=O)c1	-0.7%	4%	-10%	2%	i	14%	-5%	-0.2	-5%
CCn1c(O)c(C=NCc2cccs2)c(=O)n(CC)c1=S	0.3%	-45%	-25%	1%	i	4%	-15%	-1.8	-18%
Cc1cc(C)cc(-n2c(SCC(=O)NCc3ccc(F)cc3)nc3c([nH]c4ccccc43)c2=O)c1	6.2%	-15%	nt	-8%	?	nt	18%	nt	2%
Cc1ccc2c(c1)C1CN(C)CCC1N2C(=O)/C(C#N)=C/c1ccc2c(c1)OCO2 (stereo not given)	1.6%	-11%	?	2%	i	2%	-12%	-2.2	-11%
CC(=O)NC1=C(N2CC2C)C(=O)C(NC(C)=O)=C(N2CC2C)C1=O (stereo not given)	-0.1%	-7%	?	-9%	?	5%	-11%	-0.5	?
N#CC(C#N)=Cc1ccc(O)c(O)c1	0.5%	-2%&3%	-23%	0%	i	-2%	-3%&-5%	-0.5	17%&-17%
Cc1ccc(-c2nc(CN3C(=O)CN=C(c4ccccc4)c4cc(Cl)ccc43)c(C)o2)cc1	0.3%	-4%	17%	0%	?	nt	?	nt	?
O=c1[nH]c(=O)n(-c2ccc(Cl)cc2)c(O)c1C=NCCN1CCCCC1	0.0%	6%	-7%	0%	i	4%	-9%	-1.8	3%
COc1ccccc1CNC(=O)CCS(=O)(=O)c1ccc2c(c1)oc(=O)n2C	0.2%	-35%	17%	0%	i	nt	1%	nt	-7%
CC(C(=O)Nc1ccc(Cl)cc1Cl)N1CC=C(c2ccccc2)CC1 (stereo not given)	0.4%	7%	5%	?	i	5%	-21%	3.0	-4%
O=C1NC(=S)NC(=O)C1=Cc1ccc(OCc2ccccc2)cc1	0.1%	-16%	?	-4%	i	6%	12%	2.2	13%
Cc1ccnc(SCc2nc3ccccc3s2)n1	13µM*	-24%	nt	0%	i	-1%	79%[activator]	-3.3	3%
CCOc1ccccc1OCC(=O)Nc1ccc(Cl)cc1C(=O)c1ccccc1	4.5%	-5%	-10%	10%	i	8%	-3%	-1.6	?
O=S(=O)(c1ccc(Cl)cc1)N1Cc2cc(Br)ccc2-n2nncc2C1	1.0%	-15%	nt	nt	?	8%	-28%	-0.4	?
CCOP(=O)(OCC)C(O)c1ccc(N(C)C)cc1 (stereo not given)	-0.1%	33%	6%	-9%	?	4%	17%	1.6	16%
Cc1ccc(-n2c(O)c(C=NC3CCCCC3N)c(=O)[nH]c2=O)cc1C (stereo not given)	-0.1%	3%	-1%	-7%	i	6%	3%	1.7	-7%
COC(=O)C1=C(c2ccc(Cl)c(C(F)(F)F)c2)C[C@@H]2CC[C@H]1N2C(=O)NCc1cc(C)oc1C(F)(F)F	-0.2%	-12%	?	-23%	?	-8%	?	-3.1	?
Cn1cc(C(=O)OCC(=O)Nc2ccccc2)c2ccccc21	-0.6%	8%	?	-2%	i	7%	8%	-0.2	0%
O=C(Cc1ccccc1)OC(COCc1ccccc1)CN1CCOCC1 (stereo not given)	-0.6%	5%	nt	-9%	i	-8%	-12%	-0.6	33%
COC(=O)C1=C(c2cccc(Cl)c2)C[C@@H]2CC[C@H]1N2C(=O)NCC1CC1	0.4%	-46%	-10%	3%	i	4%	-12%	-2.1	-7%
N#CC1(c2ccccc2)CCN(C2CC(=O)N(c3cccc(F)c3)C2=O)CC1 (stereo not given)	-0.3%	7%	2%	1%	i	11%	-16%	1.3	8%
COc1ccc(-c2nn3c(=O)cc(CN4CCN(C(=O)COc5ccc(F)cc5)CC4)nc3s2)cc1	-0.6%	-6%	nt	-10%	i	nt	1%	nt	-2%
C=CCN1C[C@@H](C)N(C(c2ccc(C(=O)N(CC)CC)cc2)c2cccc(OC)c2)C[C@@H]1C (stereo not given in full)	0.1%	3%	28%	4%	i	3%	9%	-0.3	8%
COc1ccc(OC)c(CN2CCN(C(=O)Cc3ccccc3)CC2)c1	-0.3%	-8%	0%	0%	nt	2%	-11%	0.0	-15%
S=C1NC2(CCCCC2)NC12CCCCC2	0.5%	-9%	-29%	-2%	i	-3%	nt	-1.9	-4%
O=c1c2ccccc2nc(-c2ccccc2)n1-c1ccccc1	-0.6%	-14%	15%	0%	?	9%	nt	0.0	?
ClCCN(CCCl)c1ccc(C=NNc2ncccn2)cc1	2.7%	-30%	?	-10%	i	5%	?	0.0	28%
C[C@@H](NC(=O)C[C@@H]1C[C@@H]2c3cc(NS(=O)(=O)c4ccc(F)cc4)ccc3O[C@@H]2[C@@H](CO)O1)c1ccccc1	-0.9%	-23%	nt	nt	?	4%	12%	-2.5	0%
CCOc1ccc(CN2C(=O)c3ccccc3Sc3ccc(C(=O)N4CCC5(CC4)OCCO5)cc32)cc1	0.6%	-31%	?	-6%	i	nt	-6%	nt	?
CC[C@@]1(O)C(=O)OCc2c1cc1n(c2=O)Cc2cc3c(N)cccc3nc2-1	-2.8%	-5%	0.65µM*	?	?	-6%	-10%	0.5	0.56µM*
CCC(=O)Nc1ccc(C(=O)NNC(=O)c2cc([N+](=O)[O-])cc([N+](=O)[O-])c2)cc1	0.3%	3%	?	1%	i	11%	-11%	3.0	5%
CCn1ccnc1CN1CCCC(C(=O)c2cc(C)c(OC)c(C)c2)C1 (stereo not given)	-0.5%	-24%	-3%	-2%	i	-1%	nt	-0.3	?
CC[C@@H](O)C[C@H]1CCC[C@@]2(C[C@@H]3OC(=O)/C=C/[C@@](C)(O)[C@@H](O)[C@H](C)[C@@H](O)[C@H](OC4CCC(N(C)C)C(C)O4)[C@@H](O)[C@](C)(O)CCCCC/C=C/[C@@H]4CC(C)(C)O[C@@]4(O)C[C@H](O2)[C@H]3C)O1 (stereo not given in full)	2.6%	-19%	0.0058µM*	?	nt	-13%	?	-5.8	-67%
CC(=O)Nc1ccccc1C(=O)OCc1ccc(C(=O)c2ccccc2)cc1	5.1%	-16%	-37%	-23%	i	10%	5%	-2.3	4%
CCCN(c1ccc(C(C)C)cc1)S(=O)(=O)c1ccc2c(c1)oc(=O)n2CC(=O)OCC	6.2%	-41%	16%	2%	?	nt	-38%	nt	?
CCN(c1ccccc1)S(=O)(=O)c1ccc(NC(=O)c2cc(=O)c3ccccc3o2)cc1	0.0%	-20%	?	-7%	i	nt	2%	nt	0%
O=C(O)c1ccc(N=Cc2c(O)n(Cc3ccc(F)cc3)c(=O)[nH]c2=O)cc1	-0.4%	9%	-14%	-15%	i	3%	nt	-0.2	-3%
CCN(CC)S(=O)(=O)N1CCC(C(=O)N2CCC3(CC2)OCCO3)CC1	-0.3%	-24%	6%	0%	i	10%	nt	-1.8	-11%
Cc1ccc(/C(CSc2nccn2-c2ncc(C(F)(F)F)cc2Cl)=N\O)cc1	7.0%	-17%	?	5%	i	-7%	-16%	0.0	?
O=c1[nH]c(=O)n(Cc2ccccc2)c(O)c1/C=C1\C=Nc2ccccc21	3.4%	-16%	-14%	-9%	i	-23%	nt	-0.4	-19%
O=C(CN1C(=O)CN=C(c2ccccc2)c2ccccc21)Nc1cccc(C(F)(F)F)c1	-0.1%	-82%	?	-20%	nt	nt	?	nt	?
NC(N)=NC(=O)c1nc(Cl)c(N)nc1N	1.6%&-1.3%&-0.4%	-5%&-6%&-2%	?	-7%&-1%&-2%	i	9%&0%&1%	-8%&7%&6%&2%&-14%	0.2&-0.6&-0.1	-5%&-5%&5%
N#Cc1c(/N=C/C2C(=O)NC(=S)NC2=O)sc2c1CCCC2	4.5%	-13%	0%	-10%	i	-5%	-4%	3.6	1%
O=c1[nH]c(O)c(/C=C2\C=NN=C2c2ccccc2)c(=O)[nH]1	-1.1%	-5%	nt	11%	i	-2%	-3%	-3.6	19%
CCCC[N+]1(C)[C@@H]2CC(OC(=O)[C@H](CO)c3ccccc3)C[C@H]1[C@@H]1O[C@@H]12 (stereo not given in full)	-1.3%	2%	9%	1%	i	2%	-3%&3%	0.0	3%
O=C(OCC(=O)c1cccs1)C1=COCCO1	-0.1%	5%	?	3%	i	0%	37%	-0.3	-18%
